Source: PubChem (National Center for Advancing Translational Sciences (NCATS))
HttQ103 aggreg: reduces HttQ103-GFP aggregates in PC12 cells; actives 1.1% (n = 220,000); AID 1688; Potency, µM (top dose mostly 46.1 µM), inactives show at the top dose activity change, negative = inhibition, most hits filed as inhibitors; PC12 HttQ103-GFP aggregates, Acumen cytometry, 40 h; note: % is set by controls: 0 for no effect and ±100 for the full control effect; nearly all actives have a fitted effect of over 60% in size
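Huntingtin Q103 exon 1–GFP aggregates in induced PC12 cells (100 nM tebufenozide) were quantified by cytometry from lysates, with compounds dosed in titration.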
Tau ThT inhib: tau fibrillization inhibition (ThT binding) | P10636 | recombinant tau K18 P301L, heparin-induced fibrillization, ThT fluorescence | Potency, µM (highest dose often 57.4 µM), for inactives: at the highest dose activity, negative = inhibition, hits mostly inhibitors | actives 2.1% (n = 270,000); note: % is set by controls: 0 for no effect and ±100 for the full control effect; nearly all actives have a fitted effect of over 55% in size
Target sequence (P10636 561-689 P618L limits assumed): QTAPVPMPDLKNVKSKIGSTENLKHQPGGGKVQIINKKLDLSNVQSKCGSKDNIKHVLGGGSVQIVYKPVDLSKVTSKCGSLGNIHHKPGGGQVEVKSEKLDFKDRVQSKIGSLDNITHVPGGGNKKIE
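Recombinant human tau K18 fragment […] carrying P301L, 15 uM unlabeled plus 0.24 uM Alexa 594-labeled, was fibrillized with 20 uM heparin in 100 mM sodium acetate pH 7 for 6 hr at 37 C; 30 uM ThT fluorescence read after 1 hr.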
Tau fibril FP: tau fibrillization inhibition (FP); P10636; K18 P301L tau heparin fibrillization, Alexa594 FP, 6 h; Potency, µM (titrated, usually from 57.7 µM), for the others: top-dose activity, negative = inhibition, most hits filed as inhibitors; actives 0.39% (n = 280,000); note: % is set by controls: 0 for no effect and ±100 for the full control effect; nearly all actives have a fitted effect of over 55% in size
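Recombinant K18 P301L […], labeled with Alexa 594 at 0.24 uM over 15 uM unlabeled; heparin inducer 20 uM final; 37 C, 6 hr; FP endpoint.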
SMN2 splice enh: enhancers of SMN2 splice variant expression. AID 1458. Potency, µM (highest dose often 46.1 µM), without a hit: at the top dose activity change, positive = activation, hits mostly activators. actives 2.8% (n = 210,000). HEK293 SMN2-luciferase splicing reporter, luminescence, 30-36 h; note: % of control where 0% means no effect; nearly all actives have a fitted effect of over 55% in size
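qHTS luciferase splicing reporter: luminescence rises when SMN2 exon 7 is included in transfected HEK293 cells. Compound exposure lasted 30-36 h at 37C, with 4.5 mM final sodium butyrate as control, followed by a ONE-Glo read.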
KDM4E inh: JMJD2E (human) inhibition | B2RXH2 | JMJD2E catalytic domain, FDH-coupled NADH fluorescence (FDH is formaldehyde dehydrogenase) | Potency, µM (highest dose often 57.1 µM), for the others: at the top dose activity change, negative = inhibition, usual class: inhibitors | actives 1.6% (n = 230,000); active = well fitted inhibition curve with a large enough effect, not every such curve was filed as active; inconclusive = small, poorly fitted or top-dose-only effect, or another doubt; inactive = no such curve, though single readings can be large or run the other way;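 note: 0% = wells with enzyme and -100% = buffer wells without enzyme; nearly all actives have a fitted effect of over 50% in size; many of its hits are not listed in these tables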
Target sequence (B2RXH2 1-337 limits assumed): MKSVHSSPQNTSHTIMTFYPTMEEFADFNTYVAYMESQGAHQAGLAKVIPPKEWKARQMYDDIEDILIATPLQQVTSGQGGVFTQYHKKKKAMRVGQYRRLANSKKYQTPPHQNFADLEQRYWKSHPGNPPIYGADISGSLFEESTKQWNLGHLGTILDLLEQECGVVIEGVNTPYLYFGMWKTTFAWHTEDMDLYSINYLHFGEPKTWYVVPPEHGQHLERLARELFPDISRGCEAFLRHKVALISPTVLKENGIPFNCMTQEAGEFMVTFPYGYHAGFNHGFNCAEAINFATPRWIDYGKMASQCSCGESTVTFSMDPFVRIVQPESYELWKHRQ
HTT ATP protect: cytoprotection in Huntington HTT-Q103 PC12 cell model; PC12 HTT-Q103 induced, cytoprotection, ATP luminescence, 40 h; Potency, µM (titrated, usually from 56.4 µM), for the others: cytoprotection (ATP increase), usual class: activators; actives 0.14% (n = 230,000);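 note: % of control where 0% means no effect; nearly all actives have a fitted effect of over 45% in size; toxic huntingtin expression switched on by the ecdysone agonist tebufenozide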
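Compounds were screened for protection of PC12 cells against cell death after tebufenozide induction (100 nM final) of mutant Huntingtin exon 1 (Q103) fused to GFP.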
Tau fluor cs: counter-screen for tau fibril formation inhibitors | Potency, µM (series often up to 57.7 µM), without a hit: top-dose activity change, negative = decrease | actives 0.93% (n = 280,000) | tau K18 P301L (four-repeat tau fragment) Alexa594 fluorescence, heparin fibrillization; note: % is set by controls: 0 for no effect and ±100 for the full control effect; nearly all actives have a fitted effect of over 55% in size
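Human K18 P301L tau (15 uM unlabeled plus 0.24 uM Alexa 594-labeled, final) in 100 mM sodium acetate pH 7 was mixed with compound and 20 uM heparin and incubated 6 hr at 37 C.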
ALDH1A1 inh: inhibitors of human aldehyde dehydrogenase 1A1 | P00352 | Potency, µM (titrated, usually from 75.3 µM), for inactives: top-dose activity, negative = inhibition, most hits filed as inhibitors | Purified ALDH1A1, NADH fluorescence, propionaldehyde substrate | actives 7.3% (n = 220,000) | AID 1030; active = well fitted inhibition curve with a large enough effect, not every such curve was filed as active; inconclusive = small, poorly fitted or top-dose-only effect, or another doubt; inactive = no such curve, though single readings can be large or run the other way;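 note: plate controls were no enzyme wells and a reference inhibitor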
Target sequence (P00352 whole entry, looked up): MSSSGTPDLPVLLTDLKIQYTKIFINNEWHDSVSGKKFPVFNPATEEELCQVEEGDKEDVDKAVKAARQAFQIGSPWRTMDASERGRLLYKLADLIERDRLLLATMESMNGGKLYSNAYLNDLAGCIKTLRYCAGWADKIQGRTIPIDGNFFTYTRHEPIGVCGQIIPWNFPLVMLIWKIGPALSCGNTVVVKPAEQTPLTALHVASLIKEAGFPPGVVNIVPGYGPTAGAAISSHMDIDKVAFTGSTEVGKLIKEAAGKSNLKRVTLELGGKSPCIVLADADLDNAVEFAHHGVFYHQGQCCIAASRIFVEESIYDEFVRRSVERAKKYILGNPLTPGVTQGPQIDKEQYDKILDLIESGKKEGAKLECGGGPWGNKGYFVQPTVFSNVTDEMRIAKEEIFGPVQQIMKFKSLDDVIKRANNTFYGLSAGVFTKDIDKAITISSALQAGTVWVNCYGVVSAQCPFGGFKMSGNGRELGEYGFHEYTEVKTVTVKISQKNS
Numbers without * were called inactive; ? = inconclusive; . = not tested or not shown; [ ] = dose if it differs, or a comment. Unless noted, calls come from the whole dose curve; as a rule, active = well fitted curve in the direction sought with a large enough effect; inconclusive = small, poorly fitted or top-dose-only effect, or another doubt; inactive = no such curve, though single readings can be large; an effect the other way counts as inactive or inconclusive. Potency is the fitted concentration of half-maximal effect. Not all compounds are listed. The share of hits here may be higher or lower than overall.

1) COc1ccc(CC(=O)NCc2ccccc2)cc1S(=O)(=O)N1CCOCC1
2) Cc1[nH]c(=O)c(C(=O)/C=C/c2ccccc2F)c2c1CCCC2
3) Cc1onc(-c2ccccc2)c1CNS(=O)(=O)c1ccccc1[N+](=O)[O-]
4) Cc1ccc(-c2nn3cnnc3c3ccccc23)cc1C
5) Fc1ccc(-c2cc(-c3ccccc3)c3c(n2)-c2cc(F)ccc2OC3)cc1
6) Cc1cc(C)cc(N2C(=O)CC(N3CCOCC3)C2=O)c1 (stereo unspecified)

Compound	1	2	3	4	5	6
HttQ103 aggreg	-7.5%	?	-8.8%[9.22 µM]	?	.	?
Tau ThT inhib	-1.1%	-12.6%	-1.0%	2.0%	0.0%	-5.3%
Tau fibril FP	-7.6%	1.7%	-2.2%	1.7%	?	2.3%
SMN2 splice enh	-13.2%	-82.8%[inhibitor]	.	-12.2%	-5.3%	-4.2%
KDM4E inh	7.4%	-8.1%	3.4%	-4.9%	.	1.9%
HTT ATP protect	4.8%[10 µM]	-69.3%[inhibitor]	-1.9%[10 µM]	-40.7%[inhibitor]	.	-16.9%
Tau fluor cs	-0.3%	2.7%	-3.6%	6.6%	-16.7%	1.2%
ALDH1A1 inh	0.1%	-3.7%	12.6µM*	?	.	-4.8%

Overlap with the part before: two compounds; new compounds follow.
5) Fc1ccc(-c2cc(-c3ccccc3)c3c(n2)-c2cc(F)ccc2OC3)cc1
6) Cc1cc(C)cc(N2C(=O)CC(N3CCOCC3)C2=O)c1 (stereo unspecified)
7) Cc1cn2c(=O)cc(COc3ccccc3NC(=O)c3ccc(Cl)cc3)nc2s1
8) O=C(CN1C(=O)COc2ccccc21)NCCCN1CCc2ccccc2C1
9) CCOC(=O)/C(C#N)=C\C=C1C=CN(C)C=C1
10) CCCCN(CC)CCCNC(=O)c1ccc(CSc2nc3ccncc3[nH]2)cc1
11) CC(C)(C)OC(=O)N1CCC[C@@H]1C(=O)N1CCC(C(=O)O)CC1
12) COc1ccc(NC(=O)Cn2c(-c3ccccc3)cn(-c3ccc(C)cc3)c2=O)cc1

Compound	5	6	7	8	9	10	11	12
HttQ103 aggreg	.	?	.	-2.5%	-4.0%	14.3%	28.9%	-1.7%
Tau ThT inhib	0.0%	-5.3%	-4.3%	4.2%	?	-8.7%	-0.4%	0.8%
Tau fibril FP	?	2.3%	-13.1%	2.5%	2.4%	1.1%	3.5%	-3.2%
SMN2 splice enh	-5.3%	-4.2%	-7.1%	25.0%	15.8µM*	-10.1%	-2.5%	-5.8%
KDM4E inh	.	1.9%	.	-3.9%	2.2%	-0.4%	4.7%	?
HTT ATP protect	.	-16.9%	.	-8.8%	-35.1%	-73.9%[inhibitor]	-10.1%	2.3%
Tau fluor cs	-16.7%	1.2%	-6.9%	0.3%	-3.5%	-8.0%	-2.8%	-19.3%
ALDH1A1 inh	.	-4.8%	.	12.9%	-0.8%	5.8%	0.2%	?

13) Cc1cc(C)nc(/N=C(\N)Nc2cccc([N+](=O)[O-])c2)n1
14) CCn1c(SCC#N)nc2c(c1=O)C1(CCCC1)Cc1ccccc1-2
15) COCC(C)n1c(SCc2cc(C(=O)OC)c(C)o2)nc2ccccc2c1=O (stereo unspecified)
16) Cc1cccc(N(C)C(=O)C2CCCN2S(=O)(=O)c2cccc3nsnc23)c1 (stereo unspecified)
17) CNS(=O)(=O)c1ccc(NC(=O)c2ccoc2C)cc1
18) O=C(N/N=C/c1ccccc1Cl)c1cccc(F)c1

Compound	13	14	15	16	17	18
HttQ103 aggreg	-6.4%	18.1%[9.22 µM]	3.5%[9.22 µM]	-10.9%[9.22 µM]	.	?
Tau ThT inhib	4.8%	-5.0%	.	.	-0.8%	?
Tau fibril FP	3.3%	1.2%	6.5%	-2.0%	4.7%	-9.7%
SMN2 splice enh	-0.6%	2.0%	.	.	5.8%	22.4µM*
KDM4E inh	-4.9%	-8.1%	-27.5%	7.9%	?	-0.1%
HTT ATP protect	-8.1%[1.9 µM]	-17.8%	17.6%[10 µM]	16.4%[10 µM]	.	-33.4%
Tau fluor cs	2.2%	-10.8%	1.4%	3.7%	-0.3%	-14.3%
ALDH1A1 inh	3.3%	-0.2%	.	.	13.9%	-0.3%

19) CCn1c(CNc2ccccc2Cl)nnc1SCCN1CCCCC1
20) Cc1nc2ccccc2c(=O)n1/N=C1\C(=O)N(C)c2ccccc21
21) O=C(C1CCC1)N1CCc2cc(S(=O)(=O)NCC3COc4ccccc4O3)ccc21 (stereo unspecified)
22) COc1ncnc2c1sc1nc(-c3ccccc3)c3c(c12)CCCC3
23) CCCCc1ccc(NC(=O)c2ccc(N(C)S(C)(=O)=O)cc2)cc1
24) CC1=C(C(=O)Nc2ccc(Cl)cc2)C(c2cccs2)n2nnnc2N1 (stereo unspecified)

Compound	19	20	21	22	23	24
HttQ103 aggreg	-12.1%	-22.3%[9.22 µM]	?	-0.5%	-8.3%[9.22 µM]	-9.9%
Tau ThT inhib	?	?	-14.9%	2.5%	1.3%	-4.2%
Tau fibril FP	-1.3%	2.6%	-2.2%	3.5%	-0.9%	-0.7%
SMN2 splice enh	1.7%	3.3%	-70.5%[inhibitor]	-22.3%	.	-15.1%
KDM4E inh	0.7%	4.5%	11.3%	3.9%	?	-6.9%
HTT ATP protect	4.6%	11.1%[10 µM]	-46.1%[inhibitor]	-30.3%[10 µM]	-8.3%[10 µM]	-9.9%
Tau fluor cs	0.1%	-10.6%	-26.7%	-4.5%	1.8%	-14.7%
ALDH1A1 inh	-9.8%	8.5%	?	?	.	5.01µM*

25) CCOC(=O)C1=C(C)NC(=S)N(C=O)C1c1ccccc1 (stereo unspecified)
26) C/C(Cn1nnc([N+](=O)[O-])n1)=N\NC(=O)c1ccncc1
27) C/C(=N/N=C/c1ccc(N(C)C)cc1)c1ccccc1
28) Cc1c(Cl)cccc1NC(=S)N1CCN(C(=O)C2CCCO2)CC1 (stereo unspecified)
29) Cc1cc(C)c2nc(SCc3ccc([N+](=O)[O-])cc3)nc(C)c2c1
30) COc1ccccc1N1CCN(CCCCOc2cccc3ccccc23)CC1

Compound	25	26	27	28	29	30
HttQ103 aggreg	3.8%	?	-4.7%	-6.7%	11.5%	-11.5%
Tau ThT inhib	-3.0%	-9.2%	8.91µM*	-1.6%	-7.4%	-16.3%
Tau fibril FP	-2.3%	-3.3%	2.4%	-4.0%	-4.1%	10.4%
SMN2 splice enh	5.7%	-21.6%	0.501µM*	.	-15.8%	-24.2%
KDM4E inh	8.5%	12.4%	-12.6%	-6.8%	-0.2%	-6.1%
HTT ATP protect	-1.5%[10 µM]	3.3%	.	44.1%[10 µM]	9.5%	.
Tau fluor cs	-5.9%	-1.6%	?	-2.4%	-7.5%	-11.8%
ALDH1A1 inh	2µM*	?	25.1µM*	-1.9%	6.6%	2.9%

Some values from above.
Result for #28 in HttQ103 aggreg: -6.7%
Result for #29 in Tau ThT inhib: -7.4%

(cont.)
31) c1ccc(Cc2nnc(-c3ccccc3)o2)cc1
32) COc1cc(C2C(C(=O)/C=C/c3ccccc3)=C(O)C(=O)N2c2ccccn2)ccc1O (stereo unspecified)
33) CCCC(=O)Nc1sc(C)c(-c2ccc(OC)cc2)c1C#N
34) CCO[C@H]1OC(C(=O)NC2CC2)=C[C@@H](C)[C@@H]1CCCO
35) COc1ccccc1NS(=O)(=O)c1cc(NC(=O)c2ccccc2F)ccc1N1CCOCC1
36) CCN(CC)S(=O)(=O)c1ccc(Cl)c(NC(=O)COC(=O)/C=C/c2cc(OC)c(OC)c(OC)c2)c1

Compound	31	32	33	34	35	36
HttQ103 aggreg	-2.8%	25.8%	-3.9%	-5.9%[9.22 µM]	?	-4.7%
Tau ThT inhib	-2.5%	?	-2.1%	-3.4%	-1.7%	6.3%
Tau fibril FP	9.8%	7.9%	-3.2%	5.3%	1.7%	1.4%
SMN2 splice enh	?	19.9%	-3.9%	.	?	13.7%
KDM4E inh	-10.5%	-8.3%	-0.9%	2.0%	-7.9%	?
HTT ATP protect	-52.9%[inhibitor]	27.9%	31.5%[10 µM]	17.5%[10 µM]	-19.8%	19.3%[10 µM]
Tau fluor cs	5.7%	-2.5%	-2.3%	-7.7%	?	-9.9%
ALDH1A1 inh	-2.3%	2.6%	3.1%	-1.1%	?	?

37) CC/C(=N/O)C(=O)c1ccc(Br)cc1
38) COc1ccc(C2c3c(oc4ccccc4c3=O)C(=O)N2c2ccccn2)cc1 (stereo unspecified)
39) COc1ccc(COC(=O)c2ccc3c(=O)n4c(nc3c2)CCC4)cc1F
40) CCC(=O)OCC(=O)[C@@]1(OC(=O)CC)[C@@H](C)C[C@H]2[C@@H]3CCC4=CC(=O)C=C[C@]4(C)[C@@]3(F)[C@@H](O)C[C@@]21C
41) Cc1ccc(CC(Cc2nc3ccccc3[nH]2)c2nc3ccccc3[nH]2)cc1 (stereo unspecified)
42) Cc1sc2nc(SCC(=O)N(C)Cc3ccccc3)n(-c3ccccc3)c(=O)c2c1C
43) N#Cc1c(NC(=O)c2ccncc2)sc2c1CCC2
44) Cc1cc(NS(=O)(=O)c2ccc(NC(=O)c3ccc(Br)o3)cc2)nc(C)n1

Compound	37	38	39	40	41	42	43	44
HttQ103 aggreg	?	15.3%	-0.6%[9.22 µM]	.	.	2.0%	14.1%	9.3%
Tau ThT inhib	-2.1%	-15.9%	-15.8%	-18.0%	3.1%	2.8%	?	-12.4%
Tau fibril FP	0.1%	-3.3%	-4.7%	10.4%	-15.9%	3.3%	0.0%	-11.6%
SMN2 splice enh	-1.7%	-5.6%	.	.	.	-23.5%	?	1.4%
KDM4E inh	2.9%	3.7%	0.1%	.	6.8%	4.9%	?	2.4%
HTT ATP protect	-28.9%	-17.7%	11.3%[10 µM]	-37.0%[inhibitor]	-14.4%[1.9 µM]	-17.4%	-12.5%[10 µM]	3.7%
Tau fluor cs	0.5%	-10.1%	-20.9%	-17.5%	-9.5%	5.2%	-18.1%	-15.8%
ALDH1A1 inh	8.4%	7.6%	-12.3%	-0.7%	4.6%	-1.0%	10µM*	?

3 compounds out of the list above, sorted by their value in KDM4E inh, largest number first:
#	smiles	KDM4E inh
41	Cc1ccc(CC(Cc2nc3ccccc3[nH]2)c2nc3ccccc3[nH]2)cc1 (stereo unspecified)	6.8%
38	COc1ccc(C2c3c(oc4ccccc4c3=O)C(=O)N2c2ccccn2)cc1 (stereo unspecified)	3.7%
39	COc1ccc(COC(=O)c2ccc3c(=O)n4c(nc3c2)CCC4)cc1F	0.1%
